Compound activity deposited in PubChem BioAssay by National Center for Advancing Translational Sciences (NCATS).
Menin MLL FP TR: inhibitors of human menin-MLL interaction, mutant MLL peptide; O00255; Menin + Texas Red MLL mutant peptide, fluorescence polarization; Potency, µM (highest dose often 61.6 µM), for inactives: at the highest dose FP activity change, negative = inhibition, usual class: inhibitors; 270,000 tested, 0.23% active; active = well fitted inhibition curve with a large enough effect in the polarisation, with a control signal flat, not every such curve was filed as active; inconclusive = small, poorly fitted or top-dose-only effect, or effect the other way, or a change in a side signal; inactive = no such curve, though single readings can be large or run the other way; the % refers to the polarisation; also: potency is read from the fitted curve at half-maximal effect; % of control where 0% means no effect; many of its hits are not listed in these tables
KCNH2 WT inh: KCNH2 (human, wildtype) channel inhibition; Q12809; U2OS, BacMam KCNH2, thallium flux FluxOr; stronger effect = lower value; activity change, % at 1.84 µM; 340,000 tested, 0.37% active;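 active = maximum activity change below -70%; inconclusive = maximum activity change between -70% and -50%; inactive = maximum activity change above -50%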; also: % is scaled to controls: 0 for no effect and ±100 for the full control effect
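U2OS cells were transduced with wild-type KCNH2 virus (2.03 x 10^8 / mL) for 4 h at room temperature, then cultured overnight at 37 C. Thallium flux was read with FluxOr dye. Rate constants were normalized to DMSO controls.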
USP2a block: inhibitors of human ubiquitin-specific protease USP2a; O75604; USP2 core, Ub-CHOP2 coupled fluorogenic reporter, 485/531; Potency, µM (titrated, usually from 38.3 µM), for inactives: top-dose activity change, negative = inhibition, most hits filed as inhibitors; 330,000 tested, 0.01% active; AID 463254;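 also: potency is read from the fitted curve at half-maximal effect; plate controls were DMSO wells for no effect and full inhibition by NEM control for full effect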
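USP2 core (10nM final) preincubated 30min RT with compound in 20mM Tris-HCl pH 8.0, 2mM CaCl2, 2mM beta-mercaptoethanol, 0.05% CHAPS; 25nM Ub-CHOP2 plus 25nM reporter substrate added, fluorescence (Ex485/Em531) read after 60min.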
Coupling enz: counter-screen for Giardia aldolase inhibitors: coupling enzyme system | 290,000 tested, 0.67% active | coupling enzyme system counterscreen, AmpLite Red fluorescence | activity change, negative = inhibition, % at 58.2 µM, hits read low; in the data active = activity change below about -30%; also: % is scaled to controls: 0 for no effect and ±100 for the full control effect
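Final compound at 57.5 uM, incubated 10 min at RT with coupling enzyme reagent (glyceraldehyde-3-phosphate), then 20 min with substrate and AmpLite Red detection. Fluorescence read at 525/598 nm; tests interference with the coupling assay, not aldolase inhibition.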
B2AR arrestin: beta2AR (human) beta-arrestin recruitment activity | P07550 | beta-arrestin recruitment to beta2AR, cell-based reporter | Potency, µM (highest dose often 46.1 µM), without a hit: at the highest dose activation, most hits filed as activators | 330,000 tested, 0.02% active;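 also: potency is read from the fitted curve at half-maximal effect; 0% = DMSO controls and full agonism = EC100 isoproterenol or metaproterenol; nearly all actives have a fitted effect of over 65% in size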
Target sequence (P07550 whole entry, looked up): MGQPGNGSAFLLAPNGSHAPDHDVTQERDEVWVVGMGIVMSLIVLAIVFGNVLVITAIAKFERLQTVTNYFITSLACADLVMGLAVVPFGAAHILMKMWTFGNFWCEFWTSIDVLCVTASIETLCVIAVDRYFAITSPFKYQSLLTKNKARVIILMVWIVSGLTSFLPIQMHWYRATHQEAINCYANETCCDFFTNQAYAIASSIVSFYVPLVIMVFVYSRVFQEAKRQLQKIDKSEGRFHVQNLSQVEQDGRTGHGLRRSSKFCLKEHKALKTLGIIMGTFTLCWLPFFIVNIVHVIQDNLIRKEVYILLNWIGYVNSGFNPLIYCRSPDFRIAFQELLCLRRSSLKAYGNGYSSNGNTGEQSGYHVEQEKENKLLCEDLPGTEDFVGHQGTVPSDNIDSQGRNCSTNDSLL
Giardia killer: Giardia lamblia killing; Giardia lamblia trophozoite viability; activity change, % at 7.66 µM, hits read low; 340,000 tested, 0.15% active; AID 540267; in the data active = activity change below about -80%; inconclusive = between about -30% and that limit;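 also: parasites exposed to compound for two days anaerobically before the ATP read; % is scaled to controls: 0 for no effect and ±100 for the full control effect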
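Compounds were tested on trophozoites seeded at 100 cells/well and held 48 hrs at 37 deg C anaerobically. An ATP-based luminescent kit measured the remaining live cells.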
MLL CXXC-DNA inh: inhibitors of human MLL CXXC domain-DNA interaction; MLL-CXXC / FITC-HOXA9 DNA fluorescence polarization; AID 2662; Potency, µM (doses to about 115 µM), for the others: at the highest dose activity change, negative = inhibition, actives largely listed as inhibitors; 290,000 tested, 0.037% active; active = well fitted inhibition curve with a large enough effect in the polarisation, with a control signal flat, not every such curve was filed as active; inconclusive = small, poorly fitted or top-dose-only effect, or effect the other way, or a change in a side signal; inactive = no such curve, though single readings can be large or run the other way; the % refers to the polarisation; also: potency is read from the fitted curve at half-maximal effect
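Steps: dispense CXXC domain solution (7 uM) → pin compounds or unlabeled HOX-A9 DNA control → 5 min ambient → add FLSN-HOX-A9 solution (50 nM) → spin → 30 min ambient → fluorescence polarization. Tris pH 7.5/NaCl/DTT/BSA buffer.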
PKM2 act: increases activity of human pyruvate kinase M2; P14618; purified PKM2, Kinase-Glo ATP luminescence, activation; response scale: 0% is enzyme alone, no compound; Potency, µM (doses to about 57.5 µM), without a hit: at the highest dose activation, actives largely listed as activators; 260,000 tested, 0.34% active; also: potency is read from the fitted curve at half-maximal effect; % is scaled to controls: 0 for no effect and ±100 for the full control effect; nearly all actives have a fitted effect of over 55% in size
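Kinase-Glo luminescence reports ATP generated from ADP (0.1 mM) and PEP (0.5 mM) by purified hPK-M2 after 1 h at room temperature, pH 7.2 imidazole buffer; intermediate enzyme activity allows detecting inhibitors and activators.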
TRPV1 ag: human TRPV1 agonism; Q8NER1; TRPV1-expressing cells, Fluo-8 calcium influx, agonist mode; activation, % at 8.33 µM; 320,000 tested, 0.19% active; in the data active = activation above about 80%; inconclusive = between about 30% and that limit; also: 0% is about no effect
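TRPV1-expressing cells were cultured overnight at 35.5C and loaded with Fluo-8 calcium dye for 40 to 90 min at room temperature. After a 10 s baseline, compound was added and calcium influx was read kinetically for 3 min (ex 480/em 520 nm).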
KCNH2 3.1 inh: inhibitors of human KCNH2 3.1 potassium channel isoform; U2OS KCNH2 3.1, thallium flux FluxOr; stronger effect = lower value; activity change, % (tested at about 1.8 µM); 340,000 tested, 0.95% active;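 active = maximum activity change below -70%; inconclusive = maximum activity change from -70% to -50%; inactive = maximum activity change above -50%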;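 also: thallium influx rate constant from kinetic fluorescence after stimulation buffer; % is scaled to controls: 0 for no effect and ±100 for the full control effect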
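We transduce U2OS cells with the mutant 3.1 virus, culture them overnight, load FluxOr with Red40 quencher for 45 min, then add stimulation buffer and read kinetically for 2 min to derive a normalized rate constant.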
GALK inh: galactokinase (human) inhibition; 270,000 tested, 0.007% active; Potency, µM (highest dose often 57.5 µM), for inactives: top-dose activity change, negative = inhibition, usual class: inhibitors; AID 1868; P51570; Purified GALK, Kinase-Glo residual ATP luminescence; also: potency is read from the fitted curve at half-maximal effect; % is scaled to controls: 0 for no effect and ±100 for the full control effect
Target sequence (P51570 whole entry, looked up): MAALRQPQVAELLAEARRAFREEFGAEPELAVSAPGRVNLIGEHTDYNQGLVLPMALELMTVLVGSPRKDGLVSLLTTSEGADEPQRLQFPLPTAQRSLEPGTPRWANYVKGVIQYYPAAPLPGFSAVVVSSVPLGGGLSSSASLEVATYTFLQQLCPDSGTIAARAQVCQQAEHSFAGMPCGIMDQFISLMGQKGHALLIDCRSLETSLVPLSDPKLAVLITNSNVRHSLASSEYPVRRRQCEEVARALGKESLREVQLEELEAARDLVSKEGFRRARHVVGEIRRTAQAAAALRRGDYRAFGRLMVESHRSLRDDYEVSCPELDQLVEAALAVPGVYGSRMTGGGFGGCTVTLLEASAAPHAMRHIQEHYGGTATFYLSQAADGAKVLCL
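ATP-depletion format; final 35 uM ATP, 100 uM D-galactose, 5 nM enzyme; pH 8.0 HEPES/Mg2+ buffer; 60 min RT; luminescence read 10 min after detection reagent.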
* = called active by the depositor; ? = inconclusive; . = no result given; [ ] = remark or other dose. Unless noted, calls follow the shape of the dose curve; as a rule, active = well fitted curve in the direction sought with a large enough effect; inconclusive = small, poorly fitted or top-dose-only effect, or another doubt; inactive = no such curve, though single readings can be large; an effect the other way counts as inactive or inconclusive. A portion of the library, so the mix of outcomes need not match the whole.

SMILES	Menin MLL FP TR	KCNH2 WT inh	USP2a block	Coupling enz	B2AR arrestin	Giardia killer	MLL CXXC-DNA inh	PKM2 act	TRPV1 ag	KCNH2 3.1 inh	GALK inh
COc1ccc(CCNC(=O)C2CCN(S(=O)(=O)c3ccc(OC)c(OC)c3)CC2)cc1	-10%	-12	-1%	4	-0.1%	-11	-7%	-1%	4	-14	0%
Cc1onc(-c2c(F)cccc2Cl)c1C(=O)NC1CCSC1=O (stereo not given)	-1%	5	2%	0	0.1%	-19	18%	-17%	-7	-8	-1%
Cc1cc(C)n(-c2nc(SCC(=O)O)c3c4c(sc3n2)COC(C)(C)C4)n1	.	1	-2%	-2	-0.5%	23	-6%	3%	4	7	-4%
COc1cc(C(=O)NC2CCN(Cc3nnnn3Cc3cccs3)CC2)cc(OC)c1OC	-3%	4	1%	-2	-0.2%	5	-13%	-4%	1	5	-3%
N#CC(c1ccccc1O)N1N=C(c2ccccc2)CC1c1ccccc1 (stereo not given)	.	-6	-6%	-10	-0.2%	-25	20%	-4%	?	-12	8%
COc1ccc(-c2cc(C(=O)Nc3ccc(C)c(N)c3)c3ccccc3n2)cc1	?	1	-6%	-4	-0.8%	26	29%	5%	6	-4	4%
CN1CCN(S(=O)(=O)c2ccc(N(C)Cc3cccc(F)c3)nc2)CC1	.	2	2%	.	0.0%	1	.	.	4	0	.
Cc1cc(C)c2nc(N(CCCN(C)C)C(=O)c3ccc(S(=O)(=O)N4CCCCCC4)cc3)sc2c1	.	26	-1%	.	0.5%	7	.	.	27	-29	.
COc1ccc(CCN2CC(O)=C(c3nc4ccccc4c(=O)[nH]3)C2=N)cc1OC	-16%	-32	3%	1	-0.1%	-12	48%[activator]	-3%	0	-17	-4%
CCS(=O)(=O)N1CCCC(C(=O)NCCCN2CCCC2=O)C1 (stereo not given)	0%	-5	2%	2	-0.4%	6	15%	-2%	-2	-9	0%
C=CCn1c(SCc2ccc(Cl)c(Cl)c2)nnc1C(CO)NC(=O)c1ccc(OC)cc1 (stereo not given)	?	-6	-2%	2	-0.3%	6	17%	-1%	0	-12	1%
COc1ccc(C(=O)N/N=C/c2ccc(OC(=O)c3cccc4ccccc34)c([N+](=O)[O-])c2)cc1	?	0	0%	-3	-1.5%	-12	88%[activator]	-7%	0	-27	0%
COCCOC(=O)N/C=C\c1nc2ccccc2c(=O)[nH]1	-2%	-22	1%	0	-0.4%	22	-4%	0%	2	-1	4%
COc1ccc2c(c1)CCC1C2=NN(/C(C)=C\C(C)=O)C1c1ccc(F)cc1 (stereo not given)	-1%	.	-1%	-27	-0.5%	-2	4%	11%	-2	6	-2%
O=C1CC(N2CCN(Cc3ccc4c(c3)OCO4)CC2)C(=O)N1Cc1ccc(N2CCCC2=O)cc1 (stereo not given)	9%	3	3%	-2	-0.4%	-1	-8%	-2%	-3	-9	0%
CCCCn1cnc2c(sc3nc4c(cc32)CSC(C)(C)C4)c1=O	-17%	-5	2%	1	-0.6%	5	0%	2%	13	3	-1%
COc1ccc(N(C(=O)c2ccn[nH]2)C(C(=O)NC(C)(C)C)c2ccc(F)cc2)cc1 (stereo not given)	-9%	-11	3%	1	0.2%	-20	2%	0%	2	-13	-2%
Cc1ccc(C(=O)CSc2nn3c(=O)c(C(C)(C)C)nnc3s2)cc1	-14%	-1	3%	1	-0.4%	14	5%	-5%	?	-1	0%
CCc1ccc(C(=O)NC(=S)Nc2ccccc2N2CCOCC2)cc1	12%	-27	3%	-2	-0.3%	3	4%	3%	?	-16	-5%
O=C(Nc1cnccn1)c1ccncc1	0%	0	-1%	4	0.5%	-1	-2%	10%	-2	-84*	0%
COc1ccc(-n2nnnc2SCc2nc(N)nc(N3CCOCC3)n2)cc1	-20%	3	-1%	0	0.3%	-14	0%	-5%	-3	15	-1%
Cc1ccc(S(=O)(=O)N(C)C)cc1NC(=O)C(C)OC(=O)/C=C/c1cccs1 (stereo not given)	.	3	2%	-1	-0.9%	0	-11%	8%	4	1	0%
Cc1cccc(-c2nc(Nc3ccc(N4CCOCC4)cc3)c3ccccc3n2)c1	?	25	1%	-4	1.0%	17	0%	14%	-4	-33	-2%
CCOc1ccc(Br)cc1S(=O)(=O)Nc1ncn[nH]1	?	-2	1%	1	0.1%	-27	-27%	0%	-1	17	2%
Cc1ccsc1C(=O)OCC(=O)N1CCc2ccccc2C1	0%	0	-2%	0	0.3%	-5	-5%	.	18	19	8%
O=C(CCc1nnc(CCCCc2ccccc2)o1)NCCn1cccn1	-6%	.	-2%	2	0.1%	10	-4%	2%	1	?	-3%
CCNc1nc(=S)nc(NC(C)C)[nH]1	-14%	-6	1%	1	-1.2%	-17	2%	-2%	-4	5	-1%
Cc1ccc(C)c(NC(=O)C(NCC(C)(C)N2CCOCC2)c2ccccc2)c1 (stereo not given)	-4%	32	-1%	-1	-0.2%	-12	0%	-2%	13	12	-2%
CCOC(=O)C1=NN(C(C)=O)C2(CC(=O)N(c3ccc(C)c(C)c3)C2=O)C1 (stereo not given)	-14%	-18	1%	1	-0.1%	-4	4%	-7%	-1	5	3%
COc1ccc(/C=N/NC(=O)c2cccc(S(=O)(=O)N3CCCC3)c2)cc1O	.	-9	-5%	.	0.8%	-1	.	.	12	-18	.
Cc1cc(C)nc(NNS(=O)(=O)c2c(C)cc(C(C)(C)C)cc2C)n1	.	7	0%	.	-0.2%	3	.	.	-13	-1	.
Clc1cccc(-c2nc3nc4ccccc4nc3n2Cc2ccco2)c1	6%	17	1%	-4	-0.9%	20	0%	12%	2	1	2%
Cc1ccc(OCCN2CCN(c3nc(NCc4ccco4)c4ccccc4n3)CC2)cc1	-17%	-131*	4%	0	-0.7%	14	8%	2%	5	-104*	3%
CCN1CCN(C(c2cccs2)C(C)NC(=O)c2ccccc2F)CC1 (stereo not given)	22%	9	-1%	1	-0.2%	1	1%	-1%	3	-6	1%
COC(=O)[C@@H]1[C@@H](C)N(Cc2ccccc2)C(=O)N[C@H]1c1ccccc1	-11%[11.7 µM]	-3	.	-1	.	-3	.	0%[11.5 µM]	.	2	.
CN(CCc1ccccn1)C(=O)CCC1CCCN(C(=O)c2n[nH]c3c2CCCC3)C1 (stereo not given)	10%	1	10%	1	-0.8%	3	4%	1%	1	1	1%
O=C(NC1C2CC3CC(C2)CC1C3)c1ccc(Br)o1 (stereo not given)	?	-4	1%	3	0.0%	11	7%	.	26	9	1%
CC(=O)Nc1ccc(SCC(=O)N2CCN(S(=O)(=O)c3ccccc3)CC2)cc1	-9%	2	-1%	-1	0.4%	0	1%	?	1	8	12%
CC(=O)c1cccc(NC(=O)COc2ccc(S(=O)(=O)N3CCCCC3)cc2)c1	-3%	-6	.	0	.	7	-10%	0%	?	-11	0%
CSc1ccccc1-n1nnnc1SCc1ccccc1	10%	13	-4%	-13	-1.1%	-4	7%	17%	-2	15	-2%
Cc1cccc(N(CC(=O)NC2CCCC2)C(=O)c2c(C)noc2C)c1	-22%	-4	1%	-1	-0.8%	-7	2%	2%	2	2	-4%
O=[N+]([O-])c1cccc(S(=O)(=O)N/N=C/c2ccc(O)cc2)c1	-11%	-9	6%	5	-0.2%	-4	9%	-4%	13	11	-1%
O=C(CCC(=O)Nc1ccccc1Cl)N/N=C1\CCCc2ccccc21	2%	0	4%	0	-0.3%	-3	17%	-4%	-1	7	2%
c1ccc(CCn2c3ccccc3c3nnc(SCc4ccc5nonc5c4)nc32)cc1	15%	2	1%	0	0.2%	-14	?	-3%	11	1	1%
Cc1oc2c(c(C)cc3oc(=O)c(CC(=O)NCCCO)c(C)c32)c1C	-12%	0	4%	0	0.5%	-18	3%	.	?	9	-1%
CCCCCOC(=O)C1C2C=CC3(CN(c4ccccc4C)C(=O)C13)O2 (stereo not given)	2%	4	1%	3	-0.2%	-7	6%	-10%	0	-12	-3%
COc1ccccc1CCC(=O)OCC(=O)N1c2ccccc2NC(=O)C1(C)C	.	-18	0%	.	-0.1%	5	.	.	0	13	.
NS(=O)(=O)c1ccc(CCNC(=O)C(=O)c2cn(CC(=O)N3CCCC3)c3ccccc23)cc1	0%	-18	3%	-5	-0.9%	1	?	-4%	-1	-4	4%
c1ccc(-c2cc3ncccc3cn2)cc1	.	-20	1%	.	-1.5%	-2	.	.	2	-1	.
Cc1cccc(NC(=O)c2cc3c([nH]c4ccccc43)c(C)n2)c1C	0%	-28	-1%	-3	-0.1%	-3	8%	0%	-2	-26	0%
